MrgX1 allo act = human MrgX1 positive allosteric modulation, primary screen; Q96LB2; MrgX1-HEK293, Fluo-4 calcium flux, FDSS; stronger effect = higher value; B-score at 10 µM; hit rate 0.63% among 310,000;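 active means plate-corrected calcium response at least 3 library SD above typical, normal starting fluorescence, not activating the receptor alone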;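 further: compound read alongside a low EC10 to EC30 dose of BAM8-22 agonist; peak minus trough fluorescence over baseline measured at the second addition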
KCNQ1 pot = human KCNQ1 channel potentiation or activation | hit rate 0.35% among 310,000 | AID 2648 | P51787 | CHO-K1 KCNQ1, thallium flux FluxOR fluorescence; stronger effect = higher value | B-score at 10 µM;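 active means fluorescence ratio B-score, a plate-corrected score, at least three library SD, with initial intensity B-score within 5 SD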
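Doses: Single concentration per compound, DMSO matched to controls | Test system: KCNQ1-transfected CHO-K1 cells | Timing: 90 min dye loading and 20 min compound exposure, both at room temperature | Measured by: Kinetic FluxOR thallium fluorescence, 10-s 1-Hz baseline, 110-s post-stimulus read | Medium: Assay buffer with matched DMSO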
MrgX1 agonist = activates human MrgX1 receptor signaling | MrgX1-HEK293 cells, Fluo-4 calcium fluorescence, agonist mode; stronger effect = higher value | Q96LB2 | hit rate 0.44% among 310,000 | B-score at 10 µM | AID 588627;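 active means calcium response B-score plate-corrected fluorescence ratio at least 3 library SD, with starting fluorescence B-score inside 5 SD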
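Assay system: stable human MrgX1 HEK293 cell line. Quantity: 15,000 cells per well. Schedule: cells plated overnight, dye loaded 0.5 h 37 °C, 0.5 h room temperature. Detection: Fluo-4 NW calcium-flux fluorescence, kinetic read. Read-out basis: peak-minus-minimum fluorescence over baseline, converted to B scores. Control set: positive and negative control wells on each plate.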
hERG protect = hERG (human) protection from proarrhythmic block; Q12809; CHO-hERG, FluxOR thallium flux, dofetilide IC70 present; activation (rescue from dofetilide block), less the hit threshold, % at 10 µM; hit rate 0.51% among 310,000;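 active means activation above the mean of controls blocked by dofetilide plus 5 SD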;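 further: thallium influx through hERG after potassium depolarization seen as dye fluorescence rise; in these data hits start at about 4.7%; inactives centre near -7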
Target sequence (Q12809 whole entry, looked up): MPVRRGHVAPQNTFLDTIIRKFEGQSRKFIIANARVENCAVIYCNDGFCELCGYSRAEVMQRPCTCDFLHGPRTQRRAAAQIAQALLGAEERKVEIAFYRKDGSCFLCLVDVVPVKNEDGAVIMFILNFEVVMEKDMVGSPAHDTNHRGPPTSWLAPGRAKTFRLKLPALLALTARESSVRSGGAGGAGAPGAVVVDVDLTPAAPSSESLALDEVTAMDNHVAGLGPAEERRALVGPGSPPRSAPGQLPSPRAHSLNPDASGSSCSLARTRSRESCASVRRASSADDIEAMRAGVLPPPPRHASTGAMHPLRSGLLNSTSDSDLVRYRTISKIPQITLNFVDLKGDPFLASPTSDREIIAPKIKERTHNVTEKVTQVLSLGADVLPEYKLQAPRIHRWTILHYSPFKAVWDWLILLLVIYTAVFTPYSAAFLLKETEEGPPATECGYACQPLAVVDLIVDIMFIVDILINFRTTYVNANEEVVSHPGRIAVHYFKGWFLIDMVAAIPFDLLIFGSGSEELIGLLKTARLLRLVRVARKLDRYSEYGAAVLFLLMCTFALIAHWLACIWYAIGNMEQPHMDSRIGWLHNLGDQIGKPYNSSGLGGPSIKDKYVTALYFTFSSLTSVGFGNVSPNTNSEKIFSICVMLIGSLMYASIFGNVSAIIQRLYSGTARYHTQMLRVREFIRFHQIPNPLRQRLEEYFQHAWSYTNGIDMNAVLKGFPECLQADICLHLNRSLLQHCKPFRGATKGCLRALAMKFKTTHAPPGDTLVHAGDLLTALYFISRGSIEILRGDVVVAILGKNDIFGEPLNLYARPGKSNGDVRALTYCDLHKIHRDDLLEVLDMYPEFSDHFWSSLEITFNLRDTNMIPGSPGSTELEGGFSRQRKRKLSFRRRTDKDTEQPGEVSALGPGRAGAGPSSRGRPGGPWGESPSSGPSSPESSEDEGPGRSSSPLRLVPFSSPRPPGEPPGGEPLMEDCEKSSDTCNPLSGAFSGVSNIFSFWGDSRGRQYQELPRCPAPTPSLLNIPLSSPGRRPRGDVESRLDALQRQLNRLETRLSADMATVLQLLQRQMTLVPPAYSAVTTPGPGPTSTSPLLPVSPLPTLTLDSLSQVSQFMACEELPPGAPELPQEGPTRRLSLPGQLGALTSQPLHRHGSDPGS
TMEM16A act = activates or potentiates the mouse TMEM16A chloride channel; hit rate 0.3% among 340,000; B-score at 10 µM; AID 623877; Q8BHY3; HEK293 TMEM16A/YFP-H148Q/I152L, iodide quench fluorescence; stronger effect = lower value;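 active means fluorescence-ratio B-score plate-corrected deviation score at least 3 library SD below zero, with starting fluorescence score within 5 deviations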;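 further: channel opened by trigger with iodide after compound preincubation; score built on the fluorescence ratio of max minus min over baseline; more negative score means more quench and so TMEM16A activation or potentiation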
RGS4 act = RGS4 potentiation or activation; HEK293 M3R/inducible RGS4, carbachol calcium flux Fluo4; stronger effect = lower value; B-score at 10 µM; hit rate 0.92% among 310,000; AID 463111;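 active means B-score of the integrated calcium signal more than 4 SD below the library mean, with starting fluorescence not abnormally high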;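 further: negative B-score means reduced calcium response which marks RGS4 activation or potentiation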
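Material: M3R-expressing HEK293 line, RGS4 induced by doxycycline | Schedule: Overnight RGS4 induction, 30 min dye load 37 °C, 20 min compound RT | Measured by: Fluo4 fluorescence kinetic imaging of calcium | Read-out: Integrated calcium ratio converted to B score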
KCNQ1 inh = human KCNQ1 channel inhibition. P51787. CHO-K1 KCNQ1, FluxOR thallium flux fluorescence; stronger effect = higher value. B-score at 10 µM. hit rate 1.3% among 310,000. AID 2642;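 active means compounds whose thallium flux B-score, printed positive for inhibition, exceeds three library SD while starting fluorescence stays within three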;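 further: channel opened by potassium depolarization with thallium stimulus after 20 min compound exposure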
TMEM16A inh = mouse TMEM16A channel inhibition, primary screen; Q8BHY3; HEK293 TMEM16A/YFP iodide influx fluorescence, ionomycin; normalized B-score (activity score, 25-100; higher = stronger inhibition) at 10 µM; hit rate 1.2% among 310,000; AID 588511;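 active means ratio plate-corrected score three or more library SD toward inhibition, starting fluorescence score within five deviations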;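 further: score derived from kinetic fluorescence span divided by baseline fluorescence per well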
KCNK3 inh = human KCNK3 channel inhibition, primary screen | B-score at 10 µM | AID 602410 | hit rate 0.84% among 340,000 | CHO-KCNK3 thallium flux, FluxOR fluorescence; stronger effect = lower value | O14649;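 active means B-score under library mean minus 4 SD, starting fluorescence ratio at most library mean plus 5 SD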;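 further: more negative B-score means stronger inhibition of thallium flux through KCNK3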
KCNK9 inh = inhibitors of human KCNK9 two-pore domain potassium channel; Q9NPC2; HEK293 KCNK9, FluxOR thallium flux fluorescence; stronger effect = lower value; B-score at 10 µM; hit rate 1.2% among 310,000;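 active means ratio B-score over 3 SD below the library mean, with starting fluorescence within 5 SD of its mean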;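 further: negative B-score means less thallium flux so channel inhibition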
RGS4 inh = human RGS4 inhibition | P49798 | HEK293 M3R/RGS4 inducible, Fluo-4 calcium flux; stronger effect = higher value; triggered by carbachol at its EC20 | B-score at 10 µM | hit rate 0.45% among 310,000 | AID 463165;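 active means B-score, a plate-corrected calcium signal, over three deviations above library mean, with baseline fluorescence within five deviations of library mean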;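 further: RGS4 expression induced by doxycycline in cells with stable M3 receptor; B-score is computed from the integrated fluorescence ratio over baseline after carbachol; higher B-score means a larger calcium signal and so more RGS4 inhibition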
The depositor's hits bear a star; i = inactive; · = not tested or not shown; & = joins results of further samples.

molecule | MrgX1 allo act | KCNQ1 pot | MrgX1 agonist | hERG protect | TMEM16A act | RGS4 act | KCNQ1 inh | TMEM16A inh | KCNK3 inh | KCNK9 inh | RGS4 inh
CC(OC(=O)COc1cccc2c1OC(C)(C)C2)C(=O)Nc1ccc(S(N)(=O)=O)cc1 (stereo not drawn) | i | i | i | -14 | i | i | i | i | i | i | i
CCOc1ccc(-c2nnn(CC(=O)NCc3ccc(C)cc3)n2)cc1 | i | i | i | -5 | i | i | i | i | i | i | i
COC(=O)CC1C(=O)NCCN1C(=S)Nc1ccccc1 (stereo not drawn) | i | i | i | -1 | i | i | i | i | i | i | i
COc1ccc(NS(=O)(=O)c2cccc(C(=O)NCC3(N4CCOCC4)CCCCC3)c2)cc1 | i | i | i | -12 | i | i | i | i | i | i | i
O=C(O)CC(=O)NC12CC3CC(CC(C3)C1)C2 | i | i | i | -10&-7 | i | i | i | i | i | i | i
Cc1c(Cl)cccc1NC(=O)C1CCN(S(C)(=O)=O)CC1 | i | i | i | -10 | i | i | i | i | i | i | i
COc1ccc(OCc2ccc(C(=O)O)cc2)cc1 | i | i | i | -2 | i | i | i | i | i | i | i
Cc1ccc(C(=O)c2c(C)oc3c2C(=O)C(=O)c2ccccc2-3)cc1 | i | i | i | -16 | -18* | -7.5* | i | 25* | i | i | i
CC1=CC=CC2=NC(=O)CC(C)(C(=O)N(CC(=O)NC3CCCC3)Cc3ccc(Cl)cc3)N12 (stereo not drawn) | i | i | i | -5 | i | i | i | i | i | i | i
Oc1ccccc1CNc1nccs1 | i | i | i | -7 | i | i | i | i | i | i | i
O=C(COC(=O)C1CCN(S(=O)(=O)c2cccs2)CC1)NCc1ccc(F)cc1 | i | i | i | -10 | i | i | i | i | i | i | i
O=C1CCN(S(=O)(=O)c2ccccc2)C2CCCCC12 (stereo not drawn) | i | i | i | -6 | i | i | i | i | i | i | i
Cc1ccc(NC(=O)COC(=O)c2cccnc2Cl)cc1S(=O)(=O)N1CCCCC1 | i | i | i | -2 | i | i | i | i | i | i | i
COc1ccc(C(=O)C(CCC(CNC(C)(C)C)C(=O)c2ccc(OC)cc2)CNC(C)(C)C)cc1 (stereo not drawn) | i | i | i | -4 | i | i | i | i | i | i | i
CCn1c(SCC(=O)NC2CCCCC2)nnc1-c1ccco1 | i | i | i | -4 | i | i | i | i | i | i | i
Cc1nc2ccccc2n1/C(=N\S(=O)(=O)c1ccccc1)c1ccccc1 | i | i | i | 0 | i | i | i | i | i | i | i
O=[N+]([O-])c1ccc(/C=N/N2CCN(c3ccncc3S(=O)(=O)N3CCCCC3)CC2)cc1 | i | i | i | -4 | i | i | i | i | i | i | i
O=C(C1CCN(S(=O)(=O)c2cccc3cccnc23)CC1)N1CCCC1 | i | i | i | -6 | i | i | i | i | i | i | i
CC(=O)c1ccccc1OCc1ccc(S(=O)(=O)Cc2ccccc2)cc1 | i | i | i | -9 | i | i | i | 25* | i | i | i
Cc1cccc(C(=O)N2CCC(n3nnc4cc(F)ccc43)CC2)c1 | i | i | i | -14 | i | i | i | i | i | i | i
O=C(NCc1cccs1)c1cc(-c2ccccc2)nn1CC1CC(c2cccc([N+](=O)[O-])c2)=NO1 (stereo not drawn) | i | i | i | -4 | i | i | i | i | i | i | i
COc1ccc(-c2nc(-c3cccs3)no2)cc1 | i | i | i | -11 | i | i | i | i | i | i | i
COc1cc2[nH]c(=O)c(C(=O)NCCCN3CCOCC3)c(O)c2cc1OC | i | i | i | -7 | i | i | i | i | i | i | i
CC(=O)Nc1ccc(S(=O)(=O)NC2(C(F)(F)F)NC(=O)N(c3ccccc3F)C2=O)cc1 (stereo not drawn) | i | i | i | -6 | i | i | i | i | i | i | i
CCOc1ccc(S(=O)(=O)NCCOC)cc1C | i | i | i | -6 | i | i | i | i | i | i | i
CCCCCn1c(=O)[nH]c2cc(C(=O)NCCN(CC)CC)ccc2c1=O | i | i | i | -15 | i | i | i | i | i | i | i
Cc1cccc(NC(=O)CSc2nc3ccccc3c(=O)n2C)c1 | i | i | i | -7 | i | i | i | i | i | i | i
CCCCn1c(O)c(/C=C/C=C/C=Nc2ccccc2)sc1=S | i | i | i | -9 | i | i | i | i | i | i | i
CC(=O)Nc1ccc2c(c1)ncn2-c1ccccc1 | i | i | i | -4 | i | i | i | i | i | i | i
C[C@]12CC[C@@H]3c4ccc(O)cc4CC[C@H]3[C@@H]1C[C@@H](O)[C@@H]2O | i | i | i | -3 | i | i | i | i | i | i | i
Cc1cc(C)c(NC(=O)CNC(=O)Cc2sc(C)nc2-c2ccc(F)cc2)c(C)c1 | i | i | i | -11 | i | i | i | i | i | i | i
COc1ccccc1OCC#CCSc1ncccn1 | i | i | i | 1 | i | i | i | i | i | i | i
Cc1ncc(C(=O)O)c(C(=O)O)c1N | i | i | i | 0 | i | i | i | i | i | i | i
CC(C)OCCCN1CC(=O)N2[C@@H](Cc3c([nH]c4ccccc34)C2(C)C)C1=O | i | i | i | -7 | i | i | i | i | i | i | i
O=C(CCC(=O)N1CCN(S(=O)(=O)c2ccc(Cl)cc2)CC1)NCc1ccccc1 | i | i | i | -8 | i | i | i | i | i | i | i
O=C(CSc1ncccc1-c1nc2ccccc2[nH]1)NCc1ccco1 | i | i | i | -13 | i | i | i | i | i | i | i
CC(/C=N/n1cnnc1)=C\c1ccco1 | i | i | i | -11 | i | i | i | i | i | i | i
O=C(CCl)Nc1ccccc1C(=O)Nc1ccc2c(c1)OCO2 | i | i | i | -12 | i | i | i | i | i | i | i
O=C(COC(=O)/C=C/c1ccccc1Cl)NC(=O)Cc1ccccc1 | i | i | i | -12 | i | i | i | i | i | i | i
O=C(CSc1ncnc2c1oc1ccccc12)NC1CCCCC1 | i | i | i | -9 | i | i | i | i | i | i | i
O=C(COC(=O)C1CCC(=O)N1)Nc1ccccc1Br (stereo not drawn) | i | i | i | -14 | i | i | i | i | i | i | i
Cc1cccc(-c2nc3c(c(SCC(=O)N4CCOCC4)n2)Cc2c(CO)cnc(C)c2O3)c1 | i | i | i | -16 | i | i | i | i | i | i | i
Cn1c(SCc2ccccc2[N+](=O)[O-])nnc1-c1cccnc1 | i | i | i | -9 | i | i | i | i | i | i | i
COc1ccc(-n2nnnc2S(=O)(=O)CC(=O)N2CCCCC2)cc1 | i | · | i | · | i | · | · | i | i | · | ·
CN(C)/C=C(\C(=O)c1ccc(Cl)cc1)c1nnnn1-c1ccc(Cl)cc1 | i | i | i | -14 | i | i | i | i | i | i | i
O=C(NCCCn1ccnc1)/C(=C\c1cccs1)NC(=O)c1ccco1 | i | i | i | -7 | i | i | i | i | i | i | i
CCN(CC)S(=O)(=O)c1cccc(NC(=O)c2ccc(-n3nc(C)cc3C)cc2)c1 | i | i | i | -3 | i | i | i | i | i | i | i
CCN(CCCNC(=O)c1cc2c(-c3cccc(OC)c3)nn(C)c2s1)Cc1ccccc1 | i | i | i | -13 | i | i | i | i | i | i | i
NS(=O)(=O)c1ccc(CNC(=O)CSc2ccccc2)cc1 | i | i | i | -8 | i | i | i | i | i | i | i
CSCc1cc(N(C)C)nc(SCc2ccc(Cl)c(Cl)c2)n1 | i | i | i | 0 | i | i | i | i | i | -10* | i
O=C(NC(=S)N1CCN(c2ccc([N+](=O)[O-])cc2)CC1)c1ccc(F)cc1 | i | i | i | -1 | i | i | i | i | i | i | i
CCOC(=O)C1(CC2CCCCO2)CCN(C(=O)Nc2ccc(SC)cc2)CC1 (stereo not drawn) | i | i | i | -21 | i | i | i | i | i | i | i
CCCCN(CCCC)C(=O)c1nsnc1-c1ccccc1O | i | i | i | -3 | i | i | i | i | i | i | i
COc1ccc(CCNC(=O)c2cc3c(=O)n4cccc(C)c4nc3n(CCCN3CCOCC3)c2=N)cc1 | i | i | i | -21 | i | i | i | i | i | i | i
CCOC(=O)CN1C2=NCCN2c2ccccc21 | i | i | i | -1 | i | i | i | i | i | i | i
COc1cc2c3nnc(-c4ccc(F)cc4)c-3cn(Cc3cccc(F)c3)c2cc1OC | i | i | i | -7 | i | i | i | i | i | i | i
O=C(c1ccc(S(=O)(=O)N2CCCC2)cc1)N1CCCC(C(F)(F)F)C1 (stereo not drawn) | i | i | i | -3 | i | i | i | i | i | i | i
O=C(NCc1ccccc1)C1CCCN1S(=O)(=O)c1cccc2cccnc12 (stereo not drawn) | i | i | i | -4 | i | i | i | i | i | i | i
CC(=O)Nc1cc(N=Cc2ccc(O)cc2O)c(Cl)cc1Cl | i | i | i | -10 | i | i | i | i | i | i | i
COc1ccc(C=O)cc1CN1C(=O)c2ccccc2C1=O | i | i | i | -2 | i | i | i | i | i | i | i

More entries follow:
molecule | MrgX1 allo act | KCNQ1 pot | MrgX1 agonist | hERG protect | TMEM16A act | RGS4 act | KCNQ1 inh | TMEM16A inh | KCNK3 inh | KCNK9 inh | RGS4 inh
O=C(CSc1nc(C2CCCCC2)nc2ccccc12)NCc1ccc2c(c1)OCO2 | i | i | i | -7 | i | i | i | i | i | i | i
Cc1cc(S(=O)(=O)N2CCN(Cc3ccccc3)CC2)c(C)s1 | i | i | i | -9 | i | i | i | i | i | i | i
CN1CCN(C(=O)CCN2C(=O)/C(=C/c3cccc(Br)c3)SC2=S)CC1 | i | i | i | -12 | i | i | i | i | i | i | i
NS(=O)(=O)c1ccc(NC(=O)Nc2cccc(Cl)c2)cc1 | i | i | i | -19 | i | i | i | i | i | i | i
Cc1ccc(OCCCC(=O)N2CCOCC2)c(C)c1 | i | i | i | -10 | i | i | i | i | i | i | i
CCOC(=O)C(=Cc1ccc(-n2cncn2)cc1)C(=O)OCC | i | i | i | -13 | i | i | i | i | i | i | i
COc1ccc(C2(C(=O)Nc3ccc(C(=O)O)cc3)CCOCC2)cc1 | i | i | i | -5 | i | i | i | i | i | i | i
Cc1cc(=O)n2[nH]c(SCc3ccc(Cl)cc3)nc2n1 | i | i | i | 1 | i | i | i | i | i | i | i

Screening data deposited in PubChem by Johns Hopkins Ion Channel Center.
